Screening results from PubChem.
APJ antagonist: blocks the human apelin receptor APJ; CHO-K1 APJ beta-arrestin complementation, luminescence; 0.32% of 330,000 active; AID 2521; inhibition, % at 20 µM;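 active = inhibition above about 40% at 20 µM, limit read from the data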;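 also: cells challenged with 10 nM apelin-13 agonist together with compound; plate controls were apelin-13 plus DMSO wells for no effect and DMSO wells lacking apelin-13 for full effect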
Target sequence (P35414 whole entry, looked up): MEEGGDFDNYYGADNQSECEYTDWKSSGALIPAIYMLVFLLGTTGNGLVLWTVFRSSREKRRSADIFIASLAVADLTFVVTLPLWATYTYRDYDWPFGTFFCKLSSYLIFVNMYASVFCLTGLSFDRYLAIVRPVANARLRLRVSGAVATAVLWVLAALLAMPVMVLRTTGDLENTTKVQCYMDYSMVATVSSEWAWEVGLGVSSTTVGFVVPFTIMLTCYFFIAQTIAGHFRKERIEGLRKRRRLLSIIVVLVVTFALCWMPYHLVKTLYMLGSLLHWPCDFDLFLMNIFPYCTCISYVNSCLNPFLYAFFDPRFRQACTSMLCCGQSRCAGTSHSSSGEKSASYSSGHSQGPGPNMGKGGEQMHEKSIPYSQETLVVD
UPR CHOP act: activators of apoptotic arm of unfolded protein response (CHOP); CHO-CHOP luciferase reporter, UPR activation, luminescence; percent of tunicamycin response over DMSO baseline; 0.34% of 330,000 active; AID 449763; activation, % at 10 µM;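 active = at 10 µM dose, activation of 40% or more, normalized to positive control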;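 also: 100% = tunicamycin at 10 µg/mL and 0% = DMSO alone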
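Test system: CHO CHOP reporter cells. Input: 500 CHO-CHOP cells per well. Medium: F12 with 10% FBS. Technique: luciferase luminescence. Measure: percent activation relative to tunicamycin control. Dosing: 10 µM compound, 0.5% DMSO. Timing: 16-18 h cell attachment, then 6 h compound exposure, 37 °C.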
tim10-1 inh: growth inhibitors of tim10-1 mutant yeast; S. cerevisiae tim10-1 ts strain growth, BacTiter-Glo, 24 h; inhibition, % at 20 µM; 2.2% of 330,000 active;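 active = inhibition of at least 40%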;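 also: mutant grown at 25 °C; 0% = DMSO wells with yeast and 100% = wells holding no yeast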
XBP1 UPR activ: adaptive UPR (XBP1) activation | 0.33% of 330,000 active | activation, % at 20 µM | CHO-XBP1 luciferase reporter, IRE1-XBP1 UPR activation, luminescence; percent of tunicamycin response, DMSO as zero;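 active = versus positive control, 20 µM dose yields 30% or more activation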;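 also: 100% = tunicamycin at 10 µg/mL and 0% = DMSO only wells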
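Material: CHO cell line with stable XBP1 luciferase reporter; buffer or medium: F12 medium containing 10% fetal bovine serum; compound: single point, 20 µM final compound, 1% DMSO; incubation: 6 h treatment, 37 °C; measured by: glow luminescence from Steady-Glo reagent; evaluation: activation, % of tunicamycin; control set: tunicamycin high, DMSO low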
Mdm2-MdmX inh: inhibitors of human Mdm2/MdmX interaction | O15151+Q00987 | 3% of 330,000 active | inhibition, % at 8 µM | SaOS-2 split-luciferase Mdm2/MdmX complementation, luminescence;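 active = inhibition of at least 50% at 8 µM in the primary screen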
tim23-1 inh: growth inhibitors of tim23-1 mutant yeast; S. cerevisiae tim23-1 growth, BacTiter-Glo luminescence, 24 h; inhibition, % at 20 µM; 1.3% of 330,000 active;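 active = growth inhibition of the mutant yeast at or above 50%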;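 also: temperature-sensitive mutant grown at 25 °C; plate controls were DMSO-treated mutant yeast for no effect and medium wells lacking yeast for full effect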
CXCR6 inh: inhibitors of human CXCR6 receptor. inhibition, % at 20 µM. CHO-K1 PathHunter CXCR6 beta-arrestin, luminescence. O00574. 0.36% of 360,000 active; in the data active = inhibition above about 34%, passing the limit was not always enough;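 also: antagonist mode with CXCL16 agonist at 10 nM final; 0% = 10 nM CXCL16 with DMSO and 100% = unstimulated wells without agonist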
Target sequence (O00574 whole entry, looked up): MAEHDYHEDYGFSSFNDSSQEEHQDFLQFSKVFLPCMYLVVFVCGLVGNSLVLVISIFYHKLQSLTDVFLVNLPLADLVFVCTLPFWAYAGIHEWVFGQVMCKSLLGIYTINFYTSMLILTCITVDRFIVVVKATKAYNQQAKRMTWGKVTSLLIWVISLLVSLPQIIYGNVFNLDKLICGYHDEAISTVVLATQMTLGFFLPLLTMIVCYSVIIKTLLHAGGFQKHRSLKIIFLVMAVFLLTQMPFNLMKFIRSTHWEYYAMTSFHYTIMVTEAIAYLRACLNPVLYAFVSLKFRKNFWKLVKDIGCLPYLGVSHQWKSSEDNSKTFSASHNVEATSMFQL
APJ agonist: activates the human apelin receptor APJ | P35414 | CHO-K1 APJ PathHunter beta-arrestin, luminescence; 0% DMSO wells, 100% apelin | activation, % at 20 µM | 0.11% of 330,000 active | AID 2520;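 active = activation more than six SD over the plate average, tested at 20 µM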;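 also: 0% = DMSO alone and 100% = apelin-13 at 10 nM; some results filed as inactive read as strong as hits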
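Material: CHO-K1 APJ beta-arrestin complementation cell line; Input: cell density 1000 per well; Incubation: compound stimulation 90 min at 25 °C, detection 60 min; Signal: luminescence from split beta-galactosidase complementation, Galacton Star/Emerald II substrate; Controls: DMSO-only wells as negative, 10 nM Apelin-13 as positive control.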
TIM10 inh: TIM10 yeast growth inhibition; S. cerevisiae TIM10 strain growth, BacTiter-Glo luminescence, 24 h; inhibition, % at 10 µM; 1.4% of 330,000 active; AID 463195;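 active = inhibition of 40% or more at the single tested concentration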;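 also: wild-type TIM10 isogenic control strain grown at permissive 25 °C; 0% = DMSO yeast wells and 100% = minimal medium wells without yeast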
Active calls of the source: *.

SMILES	APJ antagonist	UPR CHOP act	tim10-1 inh	XBP1 UPR activ	Mdm2-MdmX inh	tim23-1 inh	CXCR6 inh	APJ agonist	TIM10 inh
NS(=O)(=O)c1ccc(CCNc2ccc(C(F)(F)F)cn2)cc1	0	4.0	5	1	-17	6	-1	-4	5
O=C(NCCN1CCN(c2ccccc2F)CC1)C1c2ccccc2C(=O)N2CCc3ccccc3C12 (stereo not drawn)	-18	0.2	6	-2	-10	8	4	2	-3
CN(c1ccccc1)S(=O)(=O)c1cccc(C(=O)NNC(=O)c2ccccc2)c1	-9	-0.6	9	-1	11	5	5	2	-6
COc1ccccc1C(C[N+](=O)[O-])c1c(N)n(C)c(=O)n(C)c1=O (stereo not drawn)	15	29	57*	-7	55*	82*	-2	-4	55*
CC(c1nc2ccccc2c(=O)[nH]1)N(C)c1ccc2ccccc2c1 (stereo not drawn)	-52	2.9	-11	0	-11	-5	-9	1	-9
CCN(c1ccc(OC)cc1)S(=O)(=O)c1nnc(NC(=O)CC(C)C)s1	-11	0.5	-7	-6	-10	4	0	-3	-13
COc1ccc(CNC/C=C/c2ccccc2)cc1	10	2.5	11	-5	5	3	0	-2	-9
Cc1cc(C)cc(N(C(=O)c2cccs2)C2C=CS(=O)(=O)C2)c1 (stereo not drawn)	4	-0.5	25	-3	-18	21	-9	-1	25
C/C(=N\NC(N)=S)c1ccc(-n2ccnc2)cc1	17	0.3	10	-1	-10	15	-4	-2	-4
CCN(CC(=O)Nc1c(F)cccc1F)C(=O)/C=C/c1ccc(C)cc1	14	2.9	17	0	-15	29	5	-5	20

By substructure, the entries above containing two or more sulfur atoms
SMILES	APJ antagonist	UPR CHOP act	tim10-1 inh	XBP1 UPR activ	Mdm2-MdmX inh	tim23-1 inh	CXCR6 inh	APJ agonist	TIM10 inh
CCN(c1ccc(OC)cc1)S(=O)(=O)c1nnc(NC(=O)CC(C)C)s1	-11	0.5	-7	-6	-10	4	0	-3	-13
Cc1cc(C)cc(N(C(=O)c2cccs2)C2C=CS(=O)(=O)C2)c1 (stereo not drawn)	4	-0.5	25	-3	-18	21	-9	-1	25

Next part.
SMILES	APJ antagonist	UPR CHOP act	tim10-1 inh	XBP1 UPR activ	Mdm2-MdmX inh	tim23-1 inh	CXCR6 inh	APJ agonist	TIM10 inh
C=CCN(c1ccc(C(=O)N2CCN(c3ccc(F)cc3)CC2)cc1)S(C)(=O)=O	8	-0.2	6	-2	4	17	11	1	-4
CCCS(=O)(=O)N1CCCC(C(=O)NCCCN(C)c2ccccc2)C1 (stereo not drawn)	6	-0.1	21	-3	14	0	4	-4	-4
C/C(=N\NC(=O)c1ccc(-n2cnnn2)cc1)c1ccc(Cl)cc1	-3	1.5	-8	0	30	-10	-6	0	-15
Cc1ccc(OCCCC(=O)N(C)CC(=O)Nc2ccccc2Br)cc1	3	-1.2	5	-2	13	0	3	0	-14
CNc1ccc(S(=O)(=O)NCC(=O)NCCCc2ccccc2)cc1[N+](=O)[O-]	6	-2.0	25	-2	8	12	8	0	1
COc1ccc(/C=C/C(=O)OCC(=O)Nc2ccc(S(N)(=O)=O)cc2)cc1OC	7	2.8	10	1	20	-3	3	-2	8
Cn1c(O)c(N=NC(=O)c2cc(-c3cccs3)nc3ccccc23)c2ccccc21	-8	1.9	9	0	29	2	8	-1	2
Cc1ccc(NC2OC(CO)C(O)C2O)cc1[N+](=O)[O-] (stereo not drawn)	-8	1.1	6	0	12	-1	-2	-2	7
O=C(N/N=C/c1ccc(OC(F)F)cc1OC(F)F)c1ccc(Br)cc1	0	-2.0	10	1	-2	22	-8	2	12
COC(=O)[C@@]12CCCCN1[C@H](c1ccc(-c3cc(C(C)=O)cs3)c(OC)c1)[C@H]1C(=O)N(C)C(=O)[C@H]12	16	3.9	-2	7	19	15	0	0	6

Next section, overlapping the part above by 5 compounds.
SMILES	APJ antagonist	UPR CHOP act	tim10-1 inh	XBP1 UPR activ	Mdm2-MdmX inh	tim23-1 inh	CXCR6 inh	APJ agonist	TIM10 inh
COc1ccc(/C=C/C(=O)OCC(=O)Nc2ccc(S(N)(=O)=O)cc2)cc1OC	7	2.8	10	1	20	-3	3	-2	8
Cn1c(O)c(N=NC(=O)c2cc(-c3cccs3)nc3ccccc23)c2ccccc21	-8	1.9	9	0	29	2	8	-1	2
Cc1ccc(NC2OC(CO)C(O)C2O)cc1[N+](=O)[O-] (stereo not drawn)	-8	1.1	6	0	12	-1	-2	-2	7
O=C(N/N=C/c1ccc(OC(F)F)cc1OC(F)F)c1ccc(Br)cc1	0	-2.0	10	1	-2	22	-8	2	12
COC(=O)[C@@]12CCCCN1[C@H](c1ccc(-c3cc(C(C)=O)cs3)c(OC)c1)[C@H]1C(=O)N(C)C(=O)[C@H]12	16	3.9	-2	7	19	15	0	0	6
CCN1CCC(NC(=O)c2cc(OC)c(OC)cc2OC)CC1	12	-0.1	7	-3	12	-8	-12	-1	-20
C/C(=N\NC(=O)C1CC1c1ccccc1)c1ccc(C)s1 (stereo not drawn)	-14	-0.1	16	1	10	14	1	6	2
O=C(NNC(=S)Nc1ccc(Cl)cc1Cl)C1CC1	23	-0.3	13	-2	2	9	15	-2	-3
COc1ccc(S(=O)(=O)N2CCOCC2)cc1NC(=O)c1cc2ccccc2o1	-2	1.3	21	1	-1	22	3	1	2
CCOC(=O)N1CCN(C(=O)C2CCC(=O)N(CCCc3ccccc3)C2)CC1 (stereo not drawn)	12	1.7	7	-2	6	13	0	-2	-4
Cc1ccc(S(=O)(=O)N2CCN(CC(=O)N/N=C\c3ccncc3)CC2)cc1	0	-0.5	-5	-3	8	3	4	-3	-1
Cc1cc(C)c(S(=O)(=O)Nc2nnc(C)s2)c(C)c1	-2	3.1	9	-3	-17	2	-9	0	-1
O=C(c1ccc(-c2ccccc2Cl)s1)N1CCOCC1	17	1.7	28	-1	-64	17	2	-2	3
COc1cc(C(=O)NCCOc2cc(C)cc(C)c2)c(Br)c(OC)c1OC	7	-1.6	-3	-5	28	-7	-2	1	1
CSc1cccc(NC(=O)Cn2cnc(S(=O)(=O)N3CCCC3)c2)c1	6	0.0	5	0	9	3	-4	-2	6
O=C(Cn1nnc(-c2cc(Cl)ccc2-n2cnnn2)n1)N1CCCc2ccccc21	-1	-1.3	20	-3	26	25	-1	0	12
CCCCNCc1cc(Br)c(OCC(=O)N2CCOCC2)c(OC)c1	-17	0.1	11	1	-22	25	-5	0	-6
O=C(CCCCCn1c(SCc2ccncc2)nc2ccccc2c1=O)NCc1ccco1	9	0.7	35	-3	16	29	8	4	20
CC(=O)c1sc(NC(=O)c2ccccc2F)nc1C	-3	-1.9	26	-4	-11	30	5	-3	7
O=[N+]([O-])c1cc(S(=O)(=O)N2CCCC2)ccc1N/N=C/c1ccccn1	9	0.7	24	3	19	-3	8	0	-9
COc1ccc(S(=O)(=O)N2CCOC2CNC(=O)C(=O)NCc2ccccc2OC)cc1 (stereo not drawn)	-2	-1.1	14	0	-26	-2	-4	-1	11
O=C(COC(=O)c1cnccn1)c1ccc(Cl)c([N+](=O)[O-])c1	91*	1.1	7	2	-17	7	54*	-14	11
COc1ccc(NC2CCCN(C(=O)c3cccs3)C2)cc1 (stereo not drawn)	15	1.8	25	-5	-2	23	4	3	-9
Nc1nncn1C(=O)c1c(Cl)cccc1Cl	-6	-2.2	10	-2	33	7	4	-3	-2
COC(=O)c1ccccc1NC(=O)c1cc(-c2ccco2)on1	-4	2.0	7	0	-6	9	-1	1	-10
CCOC(=O)c1ccccc1NC(=O)CSc1nnnn1C1CCCCC1	8	-1.4	43*	-1	4	53*	-2	-3	36
CCC(=O)Nc1ccc(NC(=O)CSc2nnc(-c3ccc(O)cc3)n2CC2CCCO2)cc1 (stereo not drawn)	12	0.7	8	1	0	-1	3	-5	-9
Cc1cc(F)ccc1NC(=O)C1CCN(S(=O)(=O)c2ccc3c(c2)CCCC(=O)N3)CC1	-52	-0.2	-3	-6	15	-5	-7	0	-3
COc1cc2c(cc1OC)C(c1ccc(Br)cc1)NC(=O)C2 (stereo not drawn)	-11	2.0	-4	-5	14	0	-3	-2	0
Nc1ccc(S(=O)(=O)Nc2nccs2)cc1	-4	0.0	-15	-1	17	9	-3	3	7
Cc1ccc(C)c(C(=O)CN2C(=O)C(=O)N(C3CCCC3)C2=O)c1	0	-2.1	7	3	-24	20	-3	-2	15
CCOC(=O)c1cccc(C2=CC(=O)C[C@H](c3ccc(Cl)cc3)C2)c1	-5	0.5	-8	-3	18	28	16	-2	-6
CCN(CC)CCCNC(=O)C(C)n1c2ccccc2c2nc(=O)cc(C)n21 (stereo not drawn)	11	-1.3	7	1	17	8	4	-4	9
O=C(O)C1CCN(S(=O)(=O)c2ccc(N3CCCC3C(=O)O)c([N+](=O)[O-])c2)CC1 (stereo not drawn)	8	-4.0	2	-4	21	3	0	-1	0
CCC(=O)Nc1c2c(nn1-c1ccc(F)cc1)CS(=O)(=O)C2	17	-0.8	4	0	19	-4	5	-2	10
COc1ccc(C(=O)NCCCSC)cc1OC1CCN(C(C)C)CC1	-5	-0.5	10	-5	5	7	3	-3	-4
CCOc1ccc(NC(=O)CSc2nnc(C)n2C2CC2)cc1S(=O)(=O)N1CCCC1	17	-0.9	4	2	29	20	2	0	-1
COc1ccccc1N1CCN(Cc2cccs2)CC1	-6	-0.4	1	-2	-17	2	-1	1	0
COCCNc1oc(COc2cccc(C)c2)nc1C#N	4	2.6	12	-1	-30	10	-4	-2	-19
O=C1C(=O)N(CCCN2CCOCC2)C(c2ccc([N+](=O)[O-])cc2)/C1=C(\O)c1ccc2c(c1)OCCO2 (stereo not drawn)	4	1.0	7	-2	1	11	0	-2	2
CCOC(=O)c1cc2n(c1/N=C/N(C)C)-c1ccccc1C2=O	-5	-1.2	32	-3	6	-115	-1	-7	21
COc1cc(S(=O)(=O)N2CCN(Cc3ccc4c(c3)OCO4)CC2)c(C)cc1C	8	1.3	39	0	21	40	2	-2	27

Structural class, the entries above containing a furan ring, fused or not
SMILES	APJ antagonist	UPR CHOP act	tim10-1 inh	XBP1 UPR activ	Mdm2-MdmX inh	tim23-1 inh	CXCR6 inh	APJ agonist	TIM10 inh
COc1ccc(S(=O)(=O)N2CCOCC2)cc1NC(=O)c1cc2ccccc2o1	-2	1.3	21	1	-1	22	3	1	2
O=C(CCCCCn1c(SCc2ccncc2)nc2ccccc2c1=O)NCc1ccco1	9	0.7	35	-3	16	29	8	4	20
COC(=O)c1ccccc1NC(=O)c1cc(-c2ccco2)on1	-4	2.0	7	0	-6	9	-1	1	-10

A portion of the library (hit frequency here may not be typical).
